Source: PubChem BioAssay
Vif-APOBEC3G blk: inhibitors of Vif-APOBEC3G interaction. 0.076% of 410,000 active. Q9HC16. HeLa A3G-eYFP + Vif (tagged APOBEC3G with the HIV-1 protein that degrades it), YFP fluorescence, overnight. Potency, µM (top dose mostly 46.1 µM), without a hit: at the top dose activity, negative = active, most hits filed as inhibitors;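 also: potency is read from the fitted curve at half-maximal effect; % is scaled to controls: 0 for no effect and ±100 for the full control effect; nearly all actives have a fitted effect of over 60% in size; hits raise eYFP signal because A3G escapes Vif-driven loss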
Target sequence (Q9HC16 whole entry, looked up): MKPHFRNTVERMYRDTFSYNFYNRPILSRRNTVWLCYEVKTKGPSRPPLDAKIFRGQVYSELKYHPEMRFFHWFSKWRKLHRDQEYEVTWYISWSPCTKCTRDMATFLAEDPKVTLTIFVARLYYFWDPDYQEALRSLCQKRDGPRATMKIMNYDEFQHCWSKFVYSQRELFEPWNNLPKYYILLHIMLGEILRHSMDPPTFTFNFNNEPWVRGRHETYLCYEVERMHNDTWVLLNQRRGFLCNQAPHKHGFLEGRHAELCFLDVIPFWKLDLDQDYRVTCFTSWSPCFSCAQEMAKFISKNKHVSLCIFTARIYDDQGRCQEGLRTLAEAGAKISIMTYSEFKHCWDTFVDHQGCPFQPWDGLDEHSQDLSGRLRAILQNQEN
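Read-out is eYFP fluorescence (Ex 488/Em 500-530) from Vif-expressing HeLa A3G-eYFP cells; more signal means A3G escaped Vif-mediated degradation. Cells plated overnight, compound pinned in, incubated overnight at 37 deg C.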
TrxR1 substrate: substrates of rat thioredoxin reductase 1 | purified TrxR1 substrate turnover, NADPH consumption readout | 0.01% of 390,000 active | AID 588456 | Potency, µM (doses to about 114 µM), without a hit: at the highest dose activity change, negative = substrate turnover; also: potency is read from the fitted curve at half-maximal effect; % is scaled to controls: 0 for no effect and ±100 for the full control effect; nearly all actives have a fitted effect of over 50% in size
Target sequence (O89049 whole entry, looked up): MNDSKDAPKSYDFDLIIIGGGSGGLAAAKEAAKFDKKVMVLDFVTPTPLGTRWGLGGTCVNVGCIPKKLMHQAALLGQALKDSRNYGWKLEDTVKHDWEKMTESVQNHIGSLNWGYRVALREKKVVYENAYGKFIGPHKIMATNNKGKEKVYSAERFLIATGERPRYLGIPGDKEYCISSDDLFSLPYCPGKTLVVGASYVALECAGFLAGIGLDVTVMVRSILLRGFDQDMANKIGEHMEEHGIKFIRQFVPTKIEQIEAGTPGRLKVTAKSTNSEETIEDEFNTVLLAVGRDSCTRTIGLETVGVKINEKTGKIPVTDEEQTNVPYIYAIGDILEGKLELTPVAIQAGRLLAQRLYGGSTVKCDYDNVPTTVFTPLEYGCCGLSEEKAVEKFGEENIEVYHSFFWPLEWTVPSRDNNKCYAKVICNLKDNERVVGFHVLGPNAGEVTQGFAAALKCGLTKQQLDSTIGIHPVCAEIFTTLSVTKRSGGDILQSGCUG
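Rat TrxR1, dispensed at 90 nM, was prereduced with 400 uM NADPH (final) for 5 min at ~22 deg C, then incubated with compound 15 min before 400 uM selenite. A first-read NADPH fluorescence drop versus no-compound background flagged substrates.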
RXFP1 ag: agonists of human relaxin receptor RXFP1; Q9HBX9; HEK293T-RXFP1 cAMP TR-FRET, 30 min; response scale: percent of porcine relaxin response, buffer zero; Potency, µM (titrated, usually from 57.5 µM), inactives show at the top dose activation, most hits filed as activators; 0.3% of 370,000 active; also: potency is read from the fitted curve at half-maximal effect; % is scaled to controls: 0 for no effect and ±100 for the full control effect; nearly all actives have a fitted effect of over 60% in size; many of its hits are not listed in these tables
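HEK293 cells stably expressing RXFP1, treated 30 min at 37C with compounds plus PDE4 inhibitor Ro 20174; cAMP measured by HTRF TR-FRET. Normalized to buffer and 29 nM porcine relaxin; EC50 by Hill fit.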
Glioma ERSR ind: induces the endoplasmic reticulum stress response in human glioma cells | U87-MG GRP78 promoter luciferase reporter, 16 h | Potency, µM, for inactives: at the top dose activation, usual class: activators | 0.02% of 420,000 active | AID 602332; also: potency is read from the fitted curve at half-maximal effect; series mostly up to about 76 µM; % of control where 0% means no effect; nearly all actives have a fitted effect of over 35% in size
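Stably transfected U87-MG glioma cells carrying a GRP78-based luciferase sensor; 16 h compound incubation. Luminescence end-point read 10 min after Bright-Glo addition at room temperature.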
Vif-APOBEC3F blk: inhibitors of Vif-A3F interaction | 0.2% of 390,000 active | HeLa A3F-eYFP + Vif (tagged APOBEC3F with the HIV-1 protein that degrades it), YFP fluorescence increase | AID 602313 | Potency, µM (titrated, usually from 46.1 µM), for the others: top-dose activity, negative = active; also: potency is read from the fitted curve at half-maximal effect; % of control where 0% means no effect; nearly all actives have a fitted effect of over 65% in size
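Fluorescence increase (Ex 488/Em 500-530) after overnight compound treatment at 37 deg C flags inhibition of Vif-driven A3F-eYFP loss in stable HeLa A3F-eYFP/Vif cells seeded overnight beforehand.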
PI4K2A inh: inhibitors of human PI4K2A. Q9BTU6. purified PI4K2A, ADP-Glo luminescence, 1 h; stronger effect = lower value. activity change, negative = inhibition, % at 76.9 µM. 0.13% of 420,000 active. AID 1346378; in the data active = activity change below about -50%; inconclusive = mostly about -30% to -49%;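 also: -100% = wells without enzyme as full effect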
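In this quantitative HTS, ADP production by PI4K2A was quantified luminescently after 1 h at ambient temperature; 100 microM adenosine served as plate-quality control.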
LDHA inh: blocks human lactate dehydrogenase A; purified LDHA, NADH/diaphorase-resazurin fluorescence; stronger effect = lower value; activity change, % (values are at about 110 or 230 µM); 0.15% of 480,000 active; in the data active = activity change below about -30%; inconclusive = mostly about -25% to -30%;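 also: plate controls were DMSO wells for no effect and wells without enzyme for full effect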
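Resorufin fluorescence (ex540/em590), read at 0 and 20 min after diaphorase/resazurin addition, reports the NADH left after a 5 min room-temperature reaction of 2 nM human LDH5 with 0.06 mM NADH and 0.2 mM pyruvate.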
mIDH1 inhibitor: inhibitors of human mutant IDH1 R132H; AID 602179; 0.093% of 390,000 active; O75874; Potency, µM (series often up to 76.6 µM), for inactives: at the highest dose activity change, negative = inhibition, actives largely listed as inhibitors; IDH1-R132H enzyme, NADPH consumption, diaphorase/resazurin fluorescence; also: potency is read from the fitted curve at half-maximal effect; % is scaled to controls: 0 for no effect and ±100 for the full control effect; nearly all actives have a fitted effect of over 65% in size
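IDH1-R132H (0.5 ug/mL dispensed) in pH 7.5 Tris buffer was preincubated 30 min with compound, then given a substrate mix of 0.016 mM NADPH and 2 mM alpha-KG for 80 min at room temperature; remaining NADPH was read by diaphorase/resazurin fluorescence.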
USP1-UAF1 inh: USP1/UAF1 (human) deubiquitinase inhibition | O94782 | recombinant USP1/UAF1, Ub-Rhodamine cleavage fluorescence | Potency, µM (doses to about 57.1 µM), inactives show at the top dose activity change, negative = inhibition, most hits filed as inhibitors | 0.23% of 390,000 active | AID 743255; also: potency is read from the fitted curve at half-maximal effect; % is scaled to controls: 0 for no effect and ±100 for the full control effect; nearly all actives have a fitted effect of over 60% in size; inactives centre near -12
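1 nM enzyme complex + cpd, 15 min RT; start with Ub-Rho 150nM final; kinetic fluorescence ex 480/em 540, 6 reads q60 s. Buffer 50mM HEPES pH 7.8, 0.5mM EDTA, 0.1 mg/ml BSA, 1mM TCEP, 0.01% Tween-20.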
* hit, by the source's call; u = inconclusive; x = no result given; [ ] = remark or other dose. Unless noted, calls follow the shape of the dose curve; as a rule, active = well fitted curve in the direction sought with a large enough effect; inconclusive = small, poorly fitted or top-dose-only effect, or another doubt; inactive = no such curve, though single readings can be large; an effect the other way counts as inactive or inconclusive. An excerpt, so the mix of outcomes need not match the whole.

SMILES | Vif-APOBEC3G blk | TrxR1 substrate | RXFP1 ag | Glioma ERSR ind | Vif-APOBEC3F blk | PI4K2A inh | LDHA inh | mIDH1 inhibitor | USP1-UAF1 inh
COc1cc(C(=O)NCC(=O)OCC(=O)Nc2ncc(Cl)cc2Cl)cc(OC)c1OC | 1% | -6% | -3.7% | 3% | 10% | -2 | -2 | -1% | -5%
O=C(Nc1nnc(SCc2ccc(F)cc2)s1)C1CC(=O)N(c2ccc3c(c2)OCCO3)C1 (centres undefined) | -1% | -14% | 0.3% | 1% | -1% | -2 | -5 | 4% | -10%
COc1ccc(OCc2nnc(-c3ccccc3)o2)cc1 | -3% | 6% | 2.7% | 4% | 2% | -2 | 4 | 26% | -20%
CCN(CC(=O)Nc1ccccc1C(F)(F)F)C(=O)c1oc2c(Cl)cccc2c1C | -12% | 0% | 2.0% | 2% | 1% | -2 | -1 | 1% | -10%
COc1ccc(C(CNC(=O)C(Cc2ccccc2)NC(N)=O)N(C)C)cc1 (centres undefined) | 0% | 3% | 2.0% | -4% | 0% | 3 | -10 | -6% | -3%
CCOc1ccc(C(=O)N(Cc2cc(OC)c(OC)c(OC)c2)c2ccccn2)cc1 | 3% | -4% | 1.4% | 0% | 2% | -1 | -4 | -8% | -22%
O=C(COC(=O)c1cccc2ccccc12)Nc1ncc(C(F)(F)F)cc1Cl | -3% | 9% | 0.4% | -3% | 6% | 8 | -4 | 6% | -17%
Cc1nn(-c2ccccc2)c2nc(C(F)(F)F)[nH]c(=O)c12 | 0% | 38%[activator] | -1.1% | -4% | 1% | 0 | -5 | -2% | -5%
CCN(CC)CCCn1c(=S)[nH]c2ccccc2c1=O | 1% | 2% | 0.9% | -5% | -15% | 4 | 5 | 0% | -13%
COc1ccc(C(=O)Nc2cccc(-c3cc4ccccc4oc3=O)c2)cc1[N+](=O)[O-] | -4% | 11%[57.1 µM] | -0.6% | -10% | 5% | -5 | -20 | 4% | -5%
Cc1cccc(N2CCN(c3ncnc4c3c(-c3ccccc3)cn4-c3ccccc3)CC2C)c1 (centres undefined) | 0% | 0%[57.1 µM] | -2.8% | -3% | 4% | 2 | -3 | -5% | 5%
Cc1ccccc1CS(=O)(=O)CCC(=O)NCCN1CCN(c2cccc(Cl)c2)CC1 | 0% | -6% | 0.7% | -3% | -4% | 0 | -16 | 2% | 9%
COc1cccc(NC2=C(NCCO)C(=O)c3ccccc3C2=O)c1 | 6% | -7% | -0.2% | -1% | 1% | -28 | 5 | -4% | u
COC(=O)c1ccc(OCC2c3cc(OC)c(OC)cc3CCN2C(=O)Cc2ccc(OC)c(OC)c2)cc1 (centres undefined) | -3% | -3%[57.1 µM] | -1.1% | 2% | 1% | -5 | -2 | 0% | -19%
O=C(N/N=C/c1cccc([N+](=O)[O-])c1O)C(O)(c1ccccc1)c1ccccc1 | -1% | -6% | 0.3% | -4% | 3% | -5 | 3 | 7% | -24%
O=C(O)c1ccccc1-n1c2ccccc2c2ccccc21 | 0% | 6% | 0.4% | -6% | -9% | 3 | -2 | 6% | -6%
O=C(NCC(c1cccs1)N1CCOCC1)C1CCN(S(=O)(=O)c2cc(Cl)ccc2Cl)CC1 (centres undefined) | 5% | -2% | x | -3% | 1% | 3 | -4 | 8% | -7%
C[C@H]1CN([C@@H](C)CO)S(=O)(=O)c2ccc(Br)cc2O[C@H]1CN(C)C(=O)CCN1CCCCC1 | 0% | x | x | -4% | 5% | -6 | -2 | -1% | -19%
COc1ccc(C(=O)NC(C(=O)N2CCN(c3ccccc3O)CC2)C(C)C)cc1 (centres undefined) | -8% | 10%[57.1 µM] | 8.2% | -1% | -1% | 2 | 10 | 6% | -14%
CN(C)CC/C=C1/c2ccccc2CS(=O)(=O)c2ccccc21 | -9% | 3% | x | -1% | -1% | 5 | -3 | -10% | -14%
COc1ccc2nc(C)cc(Nc3ccccc3OC)c2c1 | 0% | x | x | -2% | -1% | -3 | 3 | -8% | -9%
C#CCNC(=O)/C=C/c1ccc(OC)cc1 | 0% | -2% | 0.8% | -6% | 0% | -4 | 1 | 10% | -27%
CCN1CCN(C(CNS(=O)(=O)c2ccc(C)cc2)c2cccnc2)CC1 (centres undefined) | 1% | -8% | -0.1% | -4% | -15% | -6 | -3 | 4% | 2%
COc1cccc(C(=O)Nc2nc3ccccc3[nH]2)c1 | -13% | -5% | 1.5% | -16% | 6% | -9 | 3 | 7% | -9%
CN1CCN(c2ccc(S(=O)(=O)N3CCOCC3)cc2NC(=O)CSCc2ccccc2)CC1 | 2% | -2% | x | -5% | 0% | -8 | -4 | -10% | -8%

Exported with tabs: entries from further up.
molecule	Vif-APOBEC3G blk	TrxR1 substrate	RXFP1 ag	Glioma ERSR ind	Vif-APOBEC3F blk	PI4K2A inh	LDHA inh	mIDH1 inhibitor	USP1-UAF1 inh
COc1cccc(NC2=C(NCCO)C(=O)c3ccccc3C2=O)c1	6%	-7%	-0.2%	-1%	1%	-28	5	-4%	u
COC(=O)c1ccc(OCC2c3cc(OC)c(OC)cc3CCN2C(=O)Cc2ccc(OC)c(OC)c2)cc1 (centres undefined)	-3%	-3%[57.1 µM]	-1.1%	2%	1%	-5	-2	0%	-19%
O=C(N/N=C/c1cccc([N+](=O)[O-])c1O)C(O)(c1ccccc1)c1ccccc1	-1%	-6%	0.3%	-4%	3%	-5	3	7%	-24%

The list goes on.
SMILES | Vif-APOBEC3G blk | TrxR1 substrate | RXFP1 ag | Glioma ERSR ind | Vif-APOBEC3F blk | PI4K2A inh | LDHA inh | mIDH1 inhibitor | USP1-UAF1 inh
CC(C)CNS(=O)(=O)c1cc(C(=O)OC2CCOC2=O)c(Cl)cc1Cl (centres undefined) | -1% | 8%[57.1 µM] | 2.1% | -1% | 15% | 0 | -6 | 2% | -21%
COc1ccc(CC2(C)OC(c3ccc(C)cc3)=NN2C(C)=O)cc1 (centres undefined) | 3% | 19%[57.1 µM] | 1.3% | -4% | -10% | 3 | -1 | 3% | -22%
COC(=O)c1cc(S(=O)(=O)Nc2cc(OC)cc(OC)c2)cn1C | -2% | -3% | 0.2% | 0% | -10% | 1 | -4 | -1% | -5%
CN(C)/C=N/S(=O)(=O)c1ccc(Cl)cc1 | 2% | 1% | 2.3% | -2% | 5% | 5 | 2 | -4% | -15%
Cc1cc(C(=O)N2CCc3ccccc32)ccc1[N+](=O)[O-] | -7% | x | x | -3% | 0% | -5 | -1 | 14% | u
CCOC(=O)c1nc2ccccc2s1 | 3% | 1% | 2.2% | -2% | -4% | 0 | -2 | 8% | -25%
CCOC(=O)CN(C(=O)CSc1nnc(-c2ccc(OC)c(OC)c2)o1)c1ccccc1 | 0% | 0% | 2.9% | -4% | -5% | -3 | -1 | 3% | -13%
Nc1nccc2c1ncn2C1OC(CO)C(O)C1O (centres undefined) | 5% | x | x | -4% | -2% | 2 | -8 | -1% | -12%
O=C(NCCc1ccccc1Cl)C1CCC(=O)N(Cc2ccc(Cl)cc2)C1 (centres undefined) | 2% | 7% | -2.3% | -1% | 0% | -2 | -2 | 2% | -8%
O=C(O)CC1(CC(=O)Nc2ccc(C(F)(F)F)cc2)CCCC1 | -8% | 4% | -0.7% | 17% | 12% | 1 | -4 | 5% | -25%
CCNc1nc(NCC)n2c(SCC(=O)Nc3ccc(F)cc3)nnc2n1 | 0% | 11%[57.1 µM] | 0.7% | -4% | 10% | -3 | -4 | 19% | -15%
CCOc1ccc(-c2noc(-c3csc([C@@H]4O[C@H](CO)[C@H](O)[C@H](O)[C@H]4O)n3)n2)cc1 | 0% | x | x | 3% | x | 5 | -6 | x | x
Cc1cc(C)c(C)c(S(=O)(=O)NCc2ccc(C(=O)N3CCOCC3)cc2)c1C | 0% | -5% | 3.1% | -2% | 10% | -2 | -5 | 9% | -16%
CCc1nc2c(OCc3ccc(Cl)cc3)cccn2c1N(C)C(=O)C1CC1 | -1% | x | x | -3% | x | 3 | -4 | x | x
COC(=O)c1cccc(NC(=O)CSc2nnc(COc3ccccc3)n2C)c1 | -10% | -10% | -1.3% | -3% | 2% | -1 | 1 | 9% | -27%
C=CCOc1ccc(Cl)cc1CNCCCN1CCOCC1 | -1% | -3% | 2.7% | -4% | 4% | 0 | -1 | 0% | -1%
O=C1C(=Cc2cccc(Cl)c2)CCc2ccccc21 | u | x | x | u | x | -13 | 3 | x | x
CCN(CC)CCNC(=O)CCCCn1c(=S)[nH]c2c([nH]c3ccc(OC)cc32)c1=O | -3% | 11% | -1.1% | -5% | 1% | -3 | 9 | 4% | u
O=C(C1CCN(C2CCN(CC3CC=CCC3)CC2)CC1)N1CCOCC1 (centres undefined) | -5% | 5% | -0.3% | 0% | -3% | -3 | -2 | 8% | -18%
Cc1ccccc1CS(=O)(=O)c1cnc2ccccc2n1 | -8% | 13%[57.1 µM] | -0.5% | -4% | -14% | 12 | -3 | -1% | 6%
CC(=O)N1[C@H](Cc2ccccc2)C=C[C@]1(C)C(=O)NCc1ccccn1 | 4% | 1% | -0.1% | -1% | -4% | 1 | 6 | 10% | -13%
CC(C)OC(=O)c1cccc(C(=O)Oc2ccc(Br)cc2)n1 | 1% | -2% | 0.6% | -4% | -8% | 12 | 3 | 0% | 2%
CC(=O)Nc1ccc(NC(=O)C(C)OC(=O)C2CCCCC2)cc1 (centres undefined) | 1% | -8% | -0.4% | -2% | 2% | 2 | -9 | 7% | 4%
